Screening data as filed in PubChem.
IDE act – IDE (human) activation, cell-based; HEK cells, FAbeta-B cleavage, fluorescence polarization; 0% vehicle, 100% cell-free pure enzyme wells; activation, % at 5.96 µM; hit rate 0.073% among 340,000;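 active = activation above the mean of all tested compounds plus 3 SD, set per screening campaign, cut at about 17% in these data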
VIM-2 inh – blocks Pseudomonas aeruginosa VIM-2 metallo-beta-lactamase; AID 1527; hit rate 0.89% among 290,000; inhibition, % at 5.6 µM; purified VIM-2, nitrocefin hydrolysis, epi-absorbance fluorescence;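 active = inhibition above the mean of all tested compounds plus 3 SD, cutoff set per screening run, cut at about 7.5% in these data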;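 note: red hydrolysis product quenches plate fluorescence so inhibitors raise well fluorescence; 0% = enzyme with DMSO and 100% = DMSO without enzyme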
IMP-1 inh – inhibitors of Pseudomonas aeruginosa IMP-1 metallo-beta-lactamase; purified IMP-1, nitrocefin hydrolysis, epi-absorbance fluorescence; inhibition, % at 5.6 µM; hit rate 0.45% among 290,000; AID 1556;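 active = inhibition above the mean plus 3 SD of all compounds in the same screening run, cut at about 4.5% in these data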;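 note: 0% = IMP-1 with DMSO and 100% = DMSO wells lacking enzyme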
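assay system = purified recombinant IMP-1 metallo-beta-lactamase enzyme | schedule = 15 min preincubation plus 25 min reaction at 25 °C | signal = Epi-absorbance fluorescence, 480 nm excitation, 530 nm emission | read-out basis = percent inhibition from optical density relative to buffer-blank wells | controls = IMP-1 with DMSO as 0%, enzyme-free DMSO as 100%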
IDE inh – inhibits human insulin-degrading enzyme in HEK cells | inhibition, % at 5.59 µM | P14735 | hit rate 0.41% among 320,000 | FAbetaB cleavage, fluorescence polarization | AID 434962;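 active = percent inhibition above the average of all tested compounds plus 3 SD, set per screening campaign, cut at about 16% in these data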;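 note: IDE supplied by intact live HEK cells; FP after avidin binding of uncleaved biotin substrate so inhibition keeps polarization high; 0% = DMSO wells and 100% = 60 µM reference IDE inhibitor Ii1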
PHOSPHO1 inh – inhibitors of human PHOSPHO1 phosphatase; Q8TCT1; inhibition, % at 13.3 µM; AID 1565; hit rate 1.1% among 290,000; recombinant PHOSPHO1, absorbance phosphatase assay; in the data active = inhibition above about 60%
Target sequence (Q8TCT1 whole entry, looked up): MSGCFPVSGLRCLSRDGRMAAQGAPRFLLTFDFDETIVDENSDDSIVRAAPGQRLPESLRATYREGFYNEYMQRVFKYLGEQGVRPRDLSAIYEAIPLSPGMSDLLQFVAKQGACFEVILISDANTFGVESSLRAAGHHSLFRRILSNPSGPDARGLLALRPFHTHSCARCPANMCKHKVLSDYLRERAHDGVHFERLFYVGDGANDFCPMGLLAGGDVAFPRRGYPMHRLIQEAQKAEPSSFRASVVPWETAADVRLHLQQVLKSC
PfM18AAP inh – PfM18AAP enzyme inhibition. recombinant PfM18AAP, H-Glu-NHMec fluorogenic cleavage. hit rate 1.2% among 290,000. inhibition, % at 7.35 µM;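 active = inhibition above the campaign mean inhibition over all tested compounds plus 3 SD, cut at about 28% in these data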;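 note: 0% = plate median of test compound wells and 100% = 2 mM ZnCl2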
p-CIP stab down – compounds decreasing mouse p/CIP protein stability; F442A p/CIP-EGFP cells, EGFP fluorescence, 16 h; decrease of EGFP signal, % at 10 µM; hit rate 0.01% among 290,000; AID 1984;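 active = EGFP signal decrease of at least 30% at 10 µM or well 3 SD below plate mean, unless failing retest; inactive = the rest, including hits failing retest or dose response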; note: some compounds called inactive have numbers as strong as hits; many of its hits are not listed in these tables
GPR7 antagonist – blocks human GPR7 receptor signaling; AID 1861; inhibition, % at 4.4 µM; hit rate 1.1% among 290,000; GPR7-expressing cells, fluorescence antagonist assay; in the data active = inhibition above about 16%, passing the limit was not always enough;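 note: cells stimulated with the agonist NPW; 0% = agonist with vehicle and 100% = vehicle without agonist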
Target sequence (P48145 whole entry, looked up): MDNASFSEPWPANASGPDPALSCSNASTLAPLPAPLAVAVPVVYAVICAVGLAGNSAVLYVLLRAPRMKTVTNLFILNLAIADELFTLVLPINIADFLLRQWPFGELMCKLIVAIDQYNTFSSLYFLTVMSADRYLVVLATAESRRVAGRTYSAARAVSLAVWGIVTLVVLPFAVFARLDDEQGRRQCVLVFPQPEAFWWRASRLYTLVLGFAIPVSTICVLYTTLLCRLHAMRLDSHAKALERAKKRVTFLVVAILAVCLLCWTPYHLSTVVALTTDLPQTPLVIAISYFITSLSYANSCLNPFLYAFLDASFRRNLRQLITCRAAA
NALP1 inh – blocks the NALP1 inflammasome reconstituted in yeast. AID 2071. inhibition, % at 10 µM. S. cerevisiae NALP1/ASC/caspase-1 growth, X-gal OD620, 72 h. hit rate 0.61% among 280,000; in the data active = inhibition mostly above about 24%, no sharp cut-off; inactive = mostly below about 32%; note: some compounds called inactive have numbers as strong as hits
* = called active by the depositor; / = not tested or not shown. An unsorted share of the library, and some 5.3% of all compounds hit somewhere here.

no.	IDE act	VIM-2 inh	IMP-1 inh	IDE inh	PHOSPHO1 inh	PfM18AAP inh	p-CIP stab down	GPR7 antagonist	NALP1 inh	mol
1	-7	-1.6	-1.4	2	16	2	2	-15	4	CCOc1ccc(CCNC(=O)COC(=O)c2cc(OC)cc(OC)c2)cc1OCC
2	3	-2.7	-0.8	0	10	1	-8	-1	-25	COc1ccc(N(C)S(=O)(=O)c2cccc(C(=O)NCC3CCCO3)c2)cc1 (stereo unspecified)
3	6	-2.8	-2.2	1	-7	20	10	-9	6	CCCCNC(=O)C1CC(=O)N(CCC(C)C)C1 (stereo unspecified)
4	1	-2.4	-2.3	3	28	-2	-8	-1	-6	N#C/C(=C\c1cccc(Oc2ccc(C(F)(F)F)cc2[N+](=O)[O-])c1)c1nc2ccccc2[nH]1
5	5	-1.0	-5.4	0	-10	7	5	2	-8	COc1ccc(C)cc1NC(=O)NC(C)c1ccncc1 (stereo unspecified)
6	6	-1.1	-2.8	9	4	-3	-5	1	28	CCOC(=O)C(C)n1cnc2c(cnn2-c2ccc(Cl)cc2)c1=O (stereo unspecified)
7	3	0.5	0.1	7	-7	6	-6	-9	8	Cn1c(C(=O)N2CCN(C(=O)c3ccco3)CC2)cc2c(=O)n3ccccc3nc21
8	3	-2.9	-2.2	-3	16	9	-7	5	-7	CCOC(=O)c1sc(NS(=O)(=O)c2ccccc2)nc1C

no.	IDE act	VIM-2 inh	IMP-1 inh	IDE inh	PHOSPHO1 inh	PfM18AAP inh	p-CIP stab down	GPR7 antagonist	NALP1 inh	mol
9	-2	-3.3	-3.1	-8	10	-8	-9	-6	16	CCCC(=O)N(c1ccc(OC)cc1)C1C=CS(=O)(=O)C1 (stereo unspecified)
10	3	-4.3	-2.9	-4	41	0	0	-12	1	COc1ccc(S(=O)(=O)N2CCCOC2CNC(=O)C(=O)NCCc2ccco2)cc1OC (stereo unspecified)
11	4	1.8	-3.0	-3	20	-5	-3	-2	/	COc1ccc2c3c([nH]c2c1)C1(NCC3)C(=O)Nc2ccccc21 (stereo unspecified)
12	-4	-2.0	-2.0	11	-37	-5	4	-9	3	Cc1ccc(C(=O)N2CCN(Cc3ccc4c(c3)OCO4)CC2)cc1S(=O)(=O)N1CCOCC1
13	3	-0.5	-1.5	6	23	4	15	-4	8	COc1cccc(CNc2ncc(Br)cc2Br)c1O
14	-3	-1.0	-1.7	0	1	4	3	-9	20	COc1cc(/C=N/O)cc(Br)c1OCC(=O)NCc1ccccc1
15	7	-0.1	-2.5	-1	8	1	-7	-4	-7	O=C(c1ccc2nc3ccccc3c(=O)n2c1)N1CCN(Cc2ccc3c(c2)OCO3)CC1
16	2	-2.4	-4.2	-8	4	-3	-2	-16	18	C=C(C(=O)c1ccccc1)C(c1ccccc1)C(C)C(=O)c1ccccc1 (stereo unspecified)

Sorted by SMILES length (rising): some entries from above.
no.	IDE act	VIM-2 inh	IMP-1 inh	IDE inh	PHOSPHO1 inh	PfM18AAP inh	p-CIP stab down	GPR7 antagonist	NALP1 inh	mol
13	3	-0.5	-1.5	6	23	4	15	-4	8	COc1cccc(CNc2ncc(Br)cc2Br)c1O
14	-3	-1.0	-1.7	0	1	4	3	-9	20	COc1cc(/C=N/O)cc(Br)c1OCC(=O)NCc1ccccc1
11	4	1.8	-3.0	-3	20	-5	-3	-2	/	COc1ccc2c3c([nH]c2c1)C1(NCC3)C(=O)Nc2ccccc21 (stereo unspecified)
15	7	-0.1	-2.5	-1	8	1	-7	-4	-7	O=C(c1ccc2nc3ccccc3c(=O)n2c1)N1CCN(Cc2ccc3c(c2)OCO3)CC1

More entries follow.
no.	IDE act	VIM-2 inh	IMP-1 inh	IDE inh	PHOSPHO1 inh	PfM18AAP inh	p-CIP stab down	GPR7 antagonist	NALP1 inh	mol
17	-4	-2.2	0.6	7	16	-6	2	-1	-7	CN(Cc1ccccc1)C(=O)COC(=O)c1ccc(S(=O)(=O)N(C)C)cc1
18	0	-1.8	-2.9	1	28	-9	-26	-4	-4	CC1=Nc2cc(Cl)ccc2Oc2ccccc21
19	0	-2.5	-1.3	0	-5	3	1	-1	6	CN(Cc1ccccc1)C(=O)COC(=O)c1ccccc1NS(=O)(=O)c1cccc(N)c1
20	3	0.2	-0.7	4	0	-8	5	3	15	Cc1cc(C(=O)OCC(=O)Nc2ccc(F)cc2[N+](=O)[O-])c2ccccc2n1
21	4	-1.8	-1.1	2	-2	0	-12	-1	-10	CSCCC(NC(=O)c1ccccc1C)C(=O)O (stereo unspecified)
22	1	-2.9	-1.9	1	35	-1	-9	-5	-4	CN(C[C@H](Cc1ccccc1)N(C[C@H](CC1CCCCC1)N(CCc1ccccc1)N=O)N=O)N=O
23	7	-2.0	-2.4	-1	-10	-7	3	-8	2	Cc1cc(=O)oc2cc(OCC(=O)OCC(=O)N3CCC(C)CC3)ccc12
24	0	0.5	-1.3	0	21	2	-13	5	23	COc1ccccc1/C=C1\SC(=O)N(CCC(=O)NNC(=O)c2ccccc2Cl)C1=O

no.	IDE act	VIM-2 inh	IMP-1 inh	IDE inh	PHOSPHO1 inh	PfM18AAP inh	p-CIP stab down	GPR7 antagonist	NALP1 inh	mol
25	2	-2.1	-1.5	-2	24	3	-9	3	13	O=C(N/N=C/c1c[nH]c2ccccc12)c1cc(Br)ccc1O
26	-1	-2.1	-3.5	7	12	-6	6	-10	13	Cc1nn(C)c(C)c1C(C)NC(=O)c1cc(COc2cncc(Cl)c2)on1 (stereo unspecified)
27	-2	-1.6	-3.0	2	24	5	-3	-16	1	CC(C)(C)OC(=O)N1Cc2ccccc2C[C@H]1C(=O)NCC(=O)Nc1ccc2c(c1)OCCO2
28	4	-1.0	-2.4	-1	8	0	-12	-12	11	CCOC(=O)CCC(=O)Nc1ccc(S(=O)(=O)Nc2cc(OC)nc(OC)n2)cc1
29	-5	0.9	-3.3	-3	8	23	-11	4	-22	CCCCn1c(NC(=O)c2ccc(Br)o2)c(S(=O)(=O)c2ccccc2)c2nc3ccccc3nc21
30	3	-1.1	-2.1	0	12	4	8	6	4	O=[N+]([O-])c1ccc(S(=O)(=O)NCCS(=O)(=O)N2CCN(c3ccccc3)CC2)cc1
31	2	-3.7	-3.5	0	7	0	0	0	2	CCOc1ccc(C(O)(c2ccccc2)C(CN2CCCC2)c2ccccc2)cc1 (stereo unspecified)
32	1	-3.0	-3.4	8	24	-3	-2	8	-10	Cc1cccc(NC(=O)c2cccc(NC(=O)Cc3cccs3)c2)c1

no.	IDE act	VIM-2 inh	IMP-1 inh	IDE inh	PHOSPHO1 inh	PfM18AAP inh	p-CIP stab down	GPR7 antagonist	NALP1 inh	mol
33	4	-2.0	-0.9	4	29	-1	1	3	0	Cc1cccc(NC2=NC(C)(C)N=C(N)N2)c1
34	/	-1.9	-1.4	-3	7	-1	2	-18	38	Cc1occc1-c1nnc(SCC(=O)N2CCN(c3ccccc3F)CC2)n1C
35	0	-1.9	-1.2	-2	-62	-3	-11	-13	20	CC(C)c1ccc(OCC(=O)Nc2ccc(OC(F)(F)F)cc2)cc1
36	2	-1.5	-3.5	6	34	6	-14	-17	4	CCCC(=O)NC(c1ccccc1Cl)c1ccc2cccnc2c1O (stereo unspecified)
37	6	-3.4	-1.8	0	24	2	-5	4	12	CCc1nnc(NS(=O)(=O)c2ccc(NC(=S)NC(=O)c3cccs3)cc2)s1
38	0	-1.8	-4.2	3	-16	9	-15	-4	11	CNS(=O)(=O)c1cc(O)c2c(S(=O)(=O)NC)cccc2c1
39	5	0.7	0.1	-3	26	-18	0	5	10	COc1ccc(NC(=O)CNC(=O)C2CCCCC2)cc1
40	2	-0.2	-2.0	2	-7	1	-9	7	14	CC1(C)CC(n2c(NCCO)nc3c(c2=O)C2(CCCC2)Cc2ccccc2-3)CCO1 (stereo unspecified)

Screen by screen, quoted from above.
Nos. 33 to 39 in IMP-1 inh read -0.9, -1.4, -1.2, -3.5, -1.8, -4.2, 0.1
Nos. 33 to 39 in PHOSPHO1 inh read 29, 7, -62, 34, 24, -16, 26

Additional compounds follow:
no.	IDE act	VIM-2 inh	IMP-1 inh	IDE inh	PHOSPHO1 inh	PfM18AAP inh	p-CIP stab down	GPR7 antagonist	NALP1 inh	mol
41	0	-1.1	-0.8	-4	20	14	4	12	13	Nc1ccc(C(=O)Nc2ccc(NC(=O)c3ccco3)c(O)c2)cc1
42	3	-0.2	-1.7	3	37	0	-15	-2	-1	Cc1cc(C(=O)COc2cc(F)ccc2[N+](=O)[O-])c(C)n1C1CC1
43	0	-3.0	-4.2	1	-13	-6	-2	-8	-18	COc1ccccc1NC(=O)c1[nH]c(C)c(C(C)=O)c1C
44	-5	-4.1	-4.1	-1	5	19	4	-5	-3	Cc1cccc(-n2cc[nH]c2=S)c1
45	-1	-0.4	-1.5	10	-16	-2	6	-11	1	Oc1c(N=NC(=S)Nc2ccccc2F)c2ccccc2n1Cc1ccccc1
46	7	-0.8	-2.2	-11	37	4	5	-12	-3	COc1ccccc1/C=C/C(=O)NC(=S)NCC1CCCO1 (stereo unspecified)
47	2	0.7	-0.5	1	20	-5	0	-6	19	C=Cn1cc[n+](CC(=O)c2cc(C(C)(C)C)c(O)c(C(C)(C)C)c2)c1
48	-2	1.0	3.0	4	7	-15	11	-6	2	CC(=O)c1c(C)[nH]c(C(=O)NCc2ccccc2)c1C

no.	IDE act	VIM-2 inh	IMP-1 inh	IDE inh	PHOSPHO1 inh	PfM18AAP inh	p-CIP stab down	GPR7 antagonist	NALP1 inh	mol
49	2	0.4	-0.6	2	9	-4	-17	13	-5	O=C1C(Cl)=C(N2CCCCCC2)C(=O)N1c1ccccc1
50	-5	-1.4	-2.1	3	-6	0	3	-12	0	CC1=C(C(=O)OC2CCCC2)C(c2coc3ccccc3c2=O)C2=C(CC(C)(C)CC2=O)N1 (stereo unspecified)
51	1	-1.2	-3.0	1	-12	3	-9	-9	-6	Cc1ccc(C)c(OCc2cc(C(=O)N3CC[C@@H]4CCCC[C@H]4C3)no2)c1
52	8	20*	-2.0	8	8	-2	-16	1	18	Cc1n[nH]c(C)c1CCCCOc1ccc([N+](=O)[O-])cc1
53	4	-1.4	-2.2	/	27	-4	-7	2	8	O=C(CSc1ccsc1[N+](=O)[O-])Nc1cc(F)ccc1F
54	0	-3.1	-3.9	1	7	-4	5	-8	28	Cc1nc(-c2ccc(Br)cc2)ccc1C(=O)O
55	-2	-4.1	-4.7	-4	-1	0	-2	-9	35	Cc1[nH]c2ccccc2c1C(c1ccncc1)N1CCN(c2ccccc2F)CC1 (stereo unspecified)
56	-1	3.9	0.4	6	/	15	/	20	/	COC(=O)c1cc(Br)ccc1NC(=O)Nc1ccc(C)cc1
57	-1	-0.8	-0.9	7	2	4	0	15	35	CCOC(=O)C1=C(Nc2ccccc2)CC(C)(O)C(C(=O)OCC)C1c1ccc(Br)cc1 (stereo unspecified)
58	-2	1.3	0.9	-1	-44	-3	6	-14	17	CN1CCN(c2nc3c(c(=O)n(C)c(=O)n3C)n2Cc2ccc(Cl)cc2)CC1

Some entries already given, limited to PHOSPHO1 inh and p-CIP stab down:
no.	SMILES	PHOSPHO1 inh	p-CIP stab down
49	O=C1C(Cl)=C(N2CCCCCC2)C(=O)N1c1ccccc1	9	-17
55	Cc1[nH]c2ccccc2c1C(c1ccncc1)N1CCN(c2ccccc2F)CC1 (stereo unspecified)	-1	-2
